# ROC1-CUL1 inh = blocks human RBX1-Cullin-1 di-ubiquitin formation; P62877+Q13616; in vitro K48 di-Ub FRET, acceptor:donor ratio, 45 min; inhibition, % at 10 µM; 140,000 compounds, 0.6% hits; in the data active = inhibition above about 25%
# Target sequence (P62877 whole entry, looked up): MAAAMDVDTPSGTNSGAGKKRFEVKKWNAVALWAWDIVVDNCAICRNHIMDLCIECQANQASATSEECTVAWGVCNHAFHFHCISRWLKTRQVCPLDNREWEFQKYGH
# Target sequence (Q13616 whole entry, looked up): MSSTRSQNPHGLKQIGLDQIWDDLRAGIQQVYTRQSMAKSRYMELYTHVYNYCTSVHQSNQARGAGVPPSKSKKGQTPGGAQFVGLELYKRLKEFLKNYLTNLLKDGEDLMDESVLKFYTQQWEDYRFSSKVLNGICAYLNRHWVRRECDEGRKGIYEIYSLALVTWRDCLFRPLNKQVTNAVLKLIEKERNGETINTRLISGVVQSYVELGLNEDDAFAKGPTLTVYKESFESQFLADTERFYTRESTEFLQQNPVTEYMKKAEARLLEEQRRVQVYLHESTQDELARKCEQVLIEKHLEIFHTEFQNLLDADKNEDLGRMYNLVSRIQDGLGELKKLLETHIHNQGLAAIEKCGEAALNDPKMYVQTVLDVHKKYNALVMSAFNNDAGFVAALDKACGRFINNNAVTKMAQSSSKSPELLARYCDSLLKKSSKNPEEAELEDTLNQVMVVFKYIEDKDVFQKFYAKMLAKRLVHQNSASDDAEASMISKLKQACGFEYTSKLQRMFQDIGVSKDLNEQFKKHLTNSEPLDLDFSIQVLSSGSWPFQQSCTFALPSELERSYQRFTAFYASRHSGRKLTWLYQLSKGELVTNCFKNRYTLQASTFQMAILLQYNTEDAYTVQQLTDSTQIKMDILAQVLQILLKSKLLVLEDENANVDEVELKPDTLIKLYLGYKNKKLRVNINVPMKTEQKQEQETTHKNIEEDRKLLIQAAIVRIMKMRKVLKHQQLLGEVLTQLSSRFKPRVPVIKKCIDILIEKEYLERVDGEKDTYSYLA
# Active calls of the source: *. Not all compounds are listed; count on the stated rates, not on these rows.
item	SMILES	ROC1-CUL1 inh
1	Cc1ccc(CNC(=O)C(C)Sc2nc(-c3ccccc3)cc(C(F)(F)F)n2)cc1 (stereo not given)	9
2	COc1ccc(C(=O)NC(=S)Nc2cccc(C)c2C)cc1OC	-15
3	N#Cc1cccc(Oc2ccc(Br)cc2)c1C#N	0
4	CC1=NN(c2ccccc2)C(=O)C1N=Nc1cc(Cl)ccc1C(F)(F)F (stereo not given)	-7
5	Cc1[nH]c2ccccc2c1C=Nc1ccc([N+](=O)[O-])cc1	2
6	O=C(CCc1ccccc1)N/N=C/c1ccccc1	-9
7	CCN(CC)CCCNC(=O)c1ccc2c(c1)sc1nc(-c3ccc(C)cc3)cn12	-42
8	CCOc1cccc2sc(NC(=O)CS(=O)(=O)c3ccc(C)cc3)nc12	6
9	CN(C(=O)c1ccn(C)n1)C(Cc1ccccc1)C1CCN(Cc2ccc(N3CCCC3)cc2)CC1 (stereo not given)	5
10	N#CC1CC(c2ccccc2)=NN1c1ccccc1 (stereo not given)	2
11	O=C(N/N=C/c1cccc(I)c1)c1cccc(Br)c1	-1
12	CC1=Nc2ncnn2C(c2ccncc2)C1C(=O)Nc1cccnc1 (stereo not given)	9
13	COc1ccc(OCc2nc(-c3ccc(OC)c(OC)c3)no2)cc1	-11
14	O=C(CSc1ccc2ccccc2n1)N/N=C/c1ccc(Br)cc1	-3
15	CCc1ccc(N2C(=O)c3ccccc3NC2c2ccc(OCc3ccccc3)cc2)cc1 (stereo not given)	-6
16	CC1OC(Nc2ccc(OC(F)(F)Cl)cc2)C(O)C(O)C1O (stereo not given)	3
17	O=C(CCc1nnc(C2CCCCC2)o1)NCCc1cccs1	-2
18	CCN1CCN(c2c(S(=O)(=O)c3ccc(Cl)cc3)cnc3ccccc23)CC1	-2
19	COc1ccc(-c2nc3cc(C)ccn3c2NC(=O)c2ccc(C)c(C)c2)cc1	-5
20	Cc1c(OCC(F)(F)F)ccnc1CSc1nc2ccccc2[nH]1	9
21	COc1ccc(-c2nc3c(c(SCC(=O)Nc4ccccc4OC)n2)Cc2cccc(C)c2O3)cc1	3
22	Cc1ccc(C(=O)COC(=O)c2cc(-c3ccccc3)nc3ccccc23)cc1C	1
23	Cc1cccc(-n2ccnc2SCC(=O)Nc2ccc(F)cc2F)c1C	4
24	CCON1CC(C(=O)OC)C(=O)C1=O (stereo not given)	-2
25	COc1ncccc1C(=O)N1CCC(C(Cc2ccccc2F)N(C)C(=O)c2cccs2)CC1 (stereo not given)	1
26	Cc1ccc(OCc2cc(C(=O)NC3CCOCC3)no2)cn1	-2
27	CCCCOC(=O)c1cccc(NC(=O)/C=C/c2ccccc2Cl)c1	-6
28	COc1ccc([N+](=O)[O-])cc1/C=N/NC(=O)COc1cc(C)c(Cl)c(C)c1	-7
29	CCOC(=O)N(NC1NS(=O)(=O)C2CCCCC12)S(=O)(=O)c1ccc(C)cc1 (stereo not given)	10
30	Cc1ccc(C(=O)Nc2ccc(Br)cc2)cc1S(=O)(=O)N1CCOCC1	-1
31	Cc1ccc(C)c(N2CCN(C(=O)CN3CCSc4ccccc43)CC2)c1	-11
32	Cc1csc(CN(C)C(=O)c2cc(CN(C)Cc3ccccc3)on2)n1	-2
33	Cc1ccnc(NS(=O)(=O)c2ccc(I)cc2)c1	5
34	CC(=O)COc1ccc2c(=O)c(Oc3cc(C)ccc3C)coc2c1	5
35	CCCN1CCN(C(=O)Nc2ccccc2F)CC1	-2
36	CC(NC(=O)c1sc2ncccc2c1-n1cccc1)c1ccccc1 (stereo not given)	-6
37	COC(=O)c1ccccc1NC(=O)c1oc2ccc3c(c2c1C)C(=O)CC(C)(C)O3	2
38	CCn1c(SCc2nc3ccccc3[nH]2)nc2ccccc21	-1
39	O=C(Nc1ccccc1Oc1ccccc1)c1cccnc1	-6
40	CCOC(=O)C1C(=N)Oc2ccc3ccc(O)cc3c2C1c1ccc(F)cc1 (stereo not given)	-1
41	CN(C(=O)c1cc2nc(-c3cccs3)cc(C(F)(F)Cl)n2n1)c1ccc(OC(F)(F)F)cc1	1
42	Cc1cccc(NC(=O)COc2ccc(Cl)cc2C=C2C(=O)NC(=S)NC2=O)c1	16
43	CC(=O)N1CCC(N(Cc2ccco2)C(=O)Nc2ccc(C)c(Cl)c2)CC1	0
44	O=C(O)COc1ccccc1C1Nc2ccccc2-c2nnc(SCc3ccc(Cl)cc3)nc2O1 (stereo not given)	6
45	N#CC(C#N)C1=Nc2ccccc2CC1	5
46	CCn1c(=O)n(-c2ccc(F)cc2)c(=O)c2sc3ccccc3c21	0
47	CCNc1sc2c(c1C#N)NC(=O)CC2=O	5
48	CCc1nn2c(=O)cc(COC(=O)COc3ccc(OC)cc3)nc2s1	-3
49	CCc1ccc(C(=O)c2cn(CC(=O)Nc3cccc(OC)c3)c3cc4c(cc3c2=O)OCO4)cc1	-3
50	COc1cc(Cl)c(NC(=O)c2cc(S(=O)(=O)N3CCCCC3)c[nH]2)c(OC)c1	0

# The results go on:
item	SMILES	ROC1-CUL1 inh
51	COc1ccc2c(c1)c(CC(=O)Nc1cccc(F)c1C)c(C)n2C(=O)c1ccc(Cl)cc1	-14
52	Cc1cccc(NC(=NS(=O)(=O)c2ccccc2)C(F)(F)F)c1	-3
53	COc1cccc(NC(=O)Cn2c(=O)n(Cc3ccc(C(=O)NCc4ccc5c(c4)OCO5)cc3)c(=O)c3ccccc32)c1	-9
54	CCCS(=O)(=O)c1c(S(=O)(=O)CCC)c2cc(-c3ccncc3)ccn2c1C(=O)c1ccc(OC)cc1	3
55	Cc1ccccc1C(=O)NNC(=S)Nc1ccccc1	-8
56	Cc1cccc(CNC(=O)Cc2ccc(NC(=O)N3CCCCc4ccccc43)cc2)c1	6
57	Cc1ccc(N2C(=O)C3C4C=CC(C)(O4)C3C2=O)cc1[N+](=O)[O-] (stereo not given)	0
58	O=C(O)c1ccc(CSc2ccc3ccccc3c2)cc1	0
59	COc1ccc(S(=O)(=O)c2cc3cc(C(C)(C)C)cc(O)c3oc2=O)cc1	-9
60	Cc1nc2ccccc2n1CC(=O)NCCCN1CCOCC1	-6
61	CCc1cc2c(NCCC(=O)O)nc(C)nc2s1	3
62	Cc1cc(C)c2oc(-c3cccc(N=Cc4ccc(-c5cccc([N+](=O)[O-])c5)o4)c3)nc2c1	-4
63	Cc1cc(C)n(-c2ccc(C(=O)Nc3ccc(Cl)cn3)cc2)n1	-1
64	C(=C\c1ccccc1)/CN1CCN(C2CCN(Cc3ccccc3)CC2)CC1	0
65	CC1CC(=O)c2cnc(NC(=O)CN3CCN(c4ccccc4F)CC3)nc2C1 (stereo not given)	1
66	Cc1c(CN(C)C(=O)c2cc3nc(-c4ccc(Cl)s4)cc(C(F)(F)F)n3n2)cnn1C	-7
67	CCc1ccc(-c2nn(CC(=O)NC3CCCCC3)c3c2cnc2ccc(F)cc23)cc1	2
68	COc1ccc(-c2cc(-c3ccccc3)nc3sc(C(=O)Nc4cc(C)ccc4C)c(N)c23)cc1OC	7
69	CCN(CC)CC(=O)Nc1csc2nc(C)cc(C)c12	-4
70	O=C(Nc1ccc(OCC(=O)N2CCOCC2)cc1)c1cc2ccccc2o1	1
71	CC(C)(C)N(NC(=O)Nc1ccc(F)cc1)C(=O)c1ccccc1	13
72	Cc1ccc(-c2nc3ccc(Cl)cn3c2Nc2ccccc2C)s1	-15
73	N#C/C(=C1\SCCN1c1ccccc1)c1nc2ncccc2[nH]1	-4
74	Cc1cccc(N2CCN(Cc3nnc(-c4ccc5c(c4)OCO5)o3)CC2)c1C	-12
75	CCCC(C)NC(=O)C1CCN(C(=O)c2ccccc2)CC1 (stereo not given)	1
76	O=C(Nc1nc(-c2ccc(Cl)s2)cs1)c1ccc([N+](=O)[O-])cc1	0
77	O=C(COc1cc(Cl)c(Cl)cc1Cl)OCC(=O)c1ccccc1	8
78	Cc1ccccc1CNC(=O)c1cc(CC(C)c2ccccc2)no1 (stereo not given)	0
79	N#CC1C(SCC(N)=O)=NC(=O)CC1c1ccc(Cl)cc1 (stereo not given)	5
80	Cc1ccc(CNC(=O)CCc2c(C)nc3c(-c4ccc(F)cc4)c(C)nn3c2C)cc1	12

# Random excerpt: 2 entries already listed.
item	SMILES	ROC1-CUL1 inh
73	N#C/C(=C1\SCCN1c1ccccc1)c1nc2ncccc2[nH]1	-4
78	Cc1ccccc1CNC(=O)c1cc(CC(C)c2ccccc2)no1 (stereo not given)	0

# Other entries.
item	SMILES	ROC1-CUL1 inh
81	O=C(Nc1ccc(Br)cc1F)c1ccc(NS(=O)(=O)c2cccc(Cl)c2)cc1	1
82	Cc1cc2sc(NC(=O)c3ccc(Br)o3)nc2cc1Cl	2
83	CC1CN(Cc2cccc3ncccc23)Cc2ccccc2O1 (stereo not given)	7
84	CNCc1cn(CC2CCN(C(=O)NCC3CCCCC3)CC2)nn1	3
85	Cc1nccn1-c1ccc(NC(=O)C2CCCN2Cc2nccn2C)cc1 (stereo not given)	4
86	Cc1nc(-c2cccc(C(=O)N3CCc4[nH]nc(CCC(C)C)c4C3)c2)no1	4
87	O=C(O)CCC(=O)N1N=C(c2c(-c3ccccc3)c3cc(Br)ccc3[nH]c2=O)CC1c1ccco1 (stereo not given)	-7
88	Cc1ccc(C)c(OCc2cc(C(=O)N(C)Cc3n[nH]c4c3CCCC4)no2)c1	0
89	CN(C)c1ccc(CNC(=O)CN(C)S(=O)(=O)c2ccc3c(c2)c(=O)n(C)c(=O)n3C)cc1	-5
90	CCN1CCC(N(Cc2ccc3c(c2)OCO3)C(=O)Nc2cc(Cl)ccc2C(=O)OC)CC1	5
91	COC(=O)C1C(C)=NC2=C(C(=O)CC(c3ccc(OC)cc3)C2)C1c1ccc(OCc2ccccc2)c(OC)c1 (stereo not given)	4
92	CC(C)(C)C(=O)Nc1ccc2nc(SCC(=O)N3CCCC3)sc2c1	4
93	O=C1OC(c2cccs2)=N/C1=C\c1ccc(OCc2ccccc2)c(OCc2ccccc2)c1	6
94	CC(=O)CSc1ncnc2scc(-c3ccc(Cl)cc3)c12	-2
95	Cc1cc(/C=N/NC(=S)NCc2ccccc2)c(C)n1-c1ccccc1	-4
96	CCOC(=O)c1cc(S(=O)(=O)Nc2cc(C)c(Cl)cc2OC)[nH]n1	-3
97	CCCNC(=O)Cn1nc(-c2ccc(C)c(C)c2)c2cnc3ccc(F)cc3c21	-1
98	CC(=Nc1ccc([N+](=O)[O-])cc1)C1C(=O)N(c2nc3ccccc3s2)N=C1C(F)(F)F (stereo not given)	1
99	Cn1c(=O)n(C)c2cc(/C=C3/SC(=O)N(Cc4ccc(Cl)cc4)C3=O)ccc21	-7
100	O=C(Nc1nnc(S(=O)(=O)N2CCCC2)s1)c1ccccc1Br	11
101	Cc1cc(C)c(C(=O)NCC2CCCO2)c(C)c1 (stereo not given)	-5
102	COc1ccc(-c2csc3ncnc(-n4nnc5ccccc54)c23)cc1	-3
103	Cc1ccc(-n2c(-c3cccc(C)c3)nc3c(cnn3-c3ccccc3)c2=O)cc1	9
104	Cc1cccc2[nH]c(CN(C)c3nncc(-c4ccc(Cl)cc4)n3)nc12	6
105	CCc1cc(OC)c(OC)cc1C(Cc1ccccc1)NC(=O)c1cccc(Br)c1 (stereo not given)	3
106	O=c1c(N2CCN(c3cccc(Cl)c3)CC2)csc2ccc(Cl)cc12	0
107	COc1cc(Br)cc2cc(C(=O)Nc3ccc(O)cc3)c(=O)oc12	3
108	O=C(NCCNC(=O)C1CC2CCC1C2)C1CC2CCC1C2 (stereo not given)	-6
109	CCOC(=O)c1cc(C(C)C)sc1NC(=O)c1ccncc1	-6
110	Fc1ccccc1CN1CCCC(NCC2CC2)C1 (stereo not given)	6
111	CC1(C)C([N+](=O)[O-])C(c2ccco2)NC(c2ccco2)C1[N+](=O)[O-] (stereo not given)	-6
112	CN(C)c1ccc(C2CC(=O)Nc3cc4c(cc32)OCO4)cc1 (stereo not given)	-5
113	Cc1cc(NC(=O)c2sc3nc4c(cc3c2N)CCCCCC4)no1	14
114	O=C(Nc1ccc2c(c1)Cc1ccccc1-2)c1ccccc1Cl	-4
115	CN=C1c2ccccc2OC(=O)C1NC(=O)c1cc(OC)cc(OC)c1 (stereo not given)	-9
116	CCOC(=O)CSc1n[nH]c(N)n1	-7
117	CCN1CCN(CCCNC(=O)c2cc3c(=O)n(CC)c4ccccc4c3s2)CC1	-2
118	CCc1ccc(CNC(=O)CN2C(=O)c3cccnc3Oc3ccc(Cl)cc32)cc1	-10
119	CCOc1ccccc1NC(=O)c1c(NCc2ccc(C)o2)sc2c1CCC(C)C2 (stereo not given)	0
120	Fc1ccccc1-c1nnc(-c2ccc(Cl)cc2)c(N2CCOCC2)n1	6

# Entries 111 through 113 of the list above:
item	SMILES	ROC1-CUL1 inh
111	CC1(C)C([N+](=O)[O-])C(c2ccco2)NC(c2ccco2)C1[N+](=O)[O-] (stereo not given)	-6
112	CN(C)c1ccc(C2CC(=O)Nc3cc4c(cc32)OCO4)cc1 (stereo not given)	-5
113	Cc1cc(NC(=O)c2sc3nc4c(cc3c2N)CCCCCC4)no1	14

# Other records:
item	SMILES	ROC1-CUL1 inh
121	C#CCN(Cc1ccco1)C(=O)c1ccc(OC2CCN(C(=O)COC)CC2)cc1	-7
122	Cc1nonc1C1CCCN1Cc1ccc(-c2ccn(CCCF)n2)o1 (stereo not given)	1
123	Cc1nnc(CNC(=O)c2coc(COc3ccc(F)cc3Cl)n2)o1	-3
124	CCC(=O)c1ccc(OCC(=O)Nc2c(C)cccc2CC)cc1	1
125	C[C@@H]1CC[C@H]2C(=O)CCC[C@@H](O)[C@H]12	-1
126	COc1ccccc1NC(=O)N1CC(=O)Nc2sc3c(c2C1c1ccccc1)CCCC3 (stereo not given)	0
127	COc1cccc(-c2nc3ccc(OC(C)=O)cc3c(=O)o2)c1	3
128	CC(Sc1oc(-c2ccco2)nc1S(=O)(=O)c1ccc(Br)cc1)c1ccccc1 (stereo not given)	2
129	CN1C(=O)C2C(=NC(=O)C2(NC(=O)C2CCCCC2)C(F)(F)F)N(C)C1=O (stereo not given)	-6
130	CCOc1ccc(NC(=O)Cn2cc(C(=O)c3ccc(CC)cc3)c(=O)c3cc4c(cc32)OCO4)cc1	-5

# Entries listed so far that contain a tert-butyl group (three):
item	SMILES	ROC1-CUL1 inh
59	COc1ccc(S(=O)(=O)c2cc3cc(C(C)(C)C)cc(O)c3oc2=O)cc1	-9
71	CC(C)(C)N(NC(=O)Nc1ccc(F)cc1)C(=O)c1ccccc1	13
92	CC(C)(C)C(=O)Nc1ccc2nc(SCC(=O)N3CCCC3)sc2c1	4
